Anthrax LF inh2: inhibitors of Bacillus anthracis lethal factor protease; P15917; multiplex microsphere protease cleavage assay, LF; inhibition, % at 10 µM; hit rate 0.12% among 360,000; also: plate controls were buffer without enzyme for full effect and enzyme alone for no effect
PfHsp40 yeast: compounds rescuing yeast from Plasmodium falciparum HSP40 toxicity; S. cerevisiae expressing PfHsp40, growth rescue, ATP luminescence; growth rescue, % at 12.5 µM; hit rate 0.68% among 340,000; AID 504582; in the data active = growth rescue above about 28%, passing the limit was not always enough; inconclusive = no clear call, values can overlap the other calls;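 also: yeast W303a lacking pdr1 and pdr3 grown in galactose medium; growth measured after three days at 30 °C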
PrPC TRFRET: reduces human prion protein on the cell surface; P04156; cell surface PrPC, TR-FRET read-out; inhibition, % at 13.8 µM; hit rate 0.43% among 370,000; AID 720596; in the data active = inhibition above about 24%; also: 0% = median of the test wells and 100% = reference compound wells
TcdB GH inh: inhibitors of Clostridioides difficile toxin B glycohydrolase | P18177 | TcdB glycohydrolase enzymatic assay, plate reader | inhibition, % at 9.99 µM | hit rate 0.24% among 350,000; in the data active = inhibition above about 10%
Target sequence (P18177 whole entry, looked up): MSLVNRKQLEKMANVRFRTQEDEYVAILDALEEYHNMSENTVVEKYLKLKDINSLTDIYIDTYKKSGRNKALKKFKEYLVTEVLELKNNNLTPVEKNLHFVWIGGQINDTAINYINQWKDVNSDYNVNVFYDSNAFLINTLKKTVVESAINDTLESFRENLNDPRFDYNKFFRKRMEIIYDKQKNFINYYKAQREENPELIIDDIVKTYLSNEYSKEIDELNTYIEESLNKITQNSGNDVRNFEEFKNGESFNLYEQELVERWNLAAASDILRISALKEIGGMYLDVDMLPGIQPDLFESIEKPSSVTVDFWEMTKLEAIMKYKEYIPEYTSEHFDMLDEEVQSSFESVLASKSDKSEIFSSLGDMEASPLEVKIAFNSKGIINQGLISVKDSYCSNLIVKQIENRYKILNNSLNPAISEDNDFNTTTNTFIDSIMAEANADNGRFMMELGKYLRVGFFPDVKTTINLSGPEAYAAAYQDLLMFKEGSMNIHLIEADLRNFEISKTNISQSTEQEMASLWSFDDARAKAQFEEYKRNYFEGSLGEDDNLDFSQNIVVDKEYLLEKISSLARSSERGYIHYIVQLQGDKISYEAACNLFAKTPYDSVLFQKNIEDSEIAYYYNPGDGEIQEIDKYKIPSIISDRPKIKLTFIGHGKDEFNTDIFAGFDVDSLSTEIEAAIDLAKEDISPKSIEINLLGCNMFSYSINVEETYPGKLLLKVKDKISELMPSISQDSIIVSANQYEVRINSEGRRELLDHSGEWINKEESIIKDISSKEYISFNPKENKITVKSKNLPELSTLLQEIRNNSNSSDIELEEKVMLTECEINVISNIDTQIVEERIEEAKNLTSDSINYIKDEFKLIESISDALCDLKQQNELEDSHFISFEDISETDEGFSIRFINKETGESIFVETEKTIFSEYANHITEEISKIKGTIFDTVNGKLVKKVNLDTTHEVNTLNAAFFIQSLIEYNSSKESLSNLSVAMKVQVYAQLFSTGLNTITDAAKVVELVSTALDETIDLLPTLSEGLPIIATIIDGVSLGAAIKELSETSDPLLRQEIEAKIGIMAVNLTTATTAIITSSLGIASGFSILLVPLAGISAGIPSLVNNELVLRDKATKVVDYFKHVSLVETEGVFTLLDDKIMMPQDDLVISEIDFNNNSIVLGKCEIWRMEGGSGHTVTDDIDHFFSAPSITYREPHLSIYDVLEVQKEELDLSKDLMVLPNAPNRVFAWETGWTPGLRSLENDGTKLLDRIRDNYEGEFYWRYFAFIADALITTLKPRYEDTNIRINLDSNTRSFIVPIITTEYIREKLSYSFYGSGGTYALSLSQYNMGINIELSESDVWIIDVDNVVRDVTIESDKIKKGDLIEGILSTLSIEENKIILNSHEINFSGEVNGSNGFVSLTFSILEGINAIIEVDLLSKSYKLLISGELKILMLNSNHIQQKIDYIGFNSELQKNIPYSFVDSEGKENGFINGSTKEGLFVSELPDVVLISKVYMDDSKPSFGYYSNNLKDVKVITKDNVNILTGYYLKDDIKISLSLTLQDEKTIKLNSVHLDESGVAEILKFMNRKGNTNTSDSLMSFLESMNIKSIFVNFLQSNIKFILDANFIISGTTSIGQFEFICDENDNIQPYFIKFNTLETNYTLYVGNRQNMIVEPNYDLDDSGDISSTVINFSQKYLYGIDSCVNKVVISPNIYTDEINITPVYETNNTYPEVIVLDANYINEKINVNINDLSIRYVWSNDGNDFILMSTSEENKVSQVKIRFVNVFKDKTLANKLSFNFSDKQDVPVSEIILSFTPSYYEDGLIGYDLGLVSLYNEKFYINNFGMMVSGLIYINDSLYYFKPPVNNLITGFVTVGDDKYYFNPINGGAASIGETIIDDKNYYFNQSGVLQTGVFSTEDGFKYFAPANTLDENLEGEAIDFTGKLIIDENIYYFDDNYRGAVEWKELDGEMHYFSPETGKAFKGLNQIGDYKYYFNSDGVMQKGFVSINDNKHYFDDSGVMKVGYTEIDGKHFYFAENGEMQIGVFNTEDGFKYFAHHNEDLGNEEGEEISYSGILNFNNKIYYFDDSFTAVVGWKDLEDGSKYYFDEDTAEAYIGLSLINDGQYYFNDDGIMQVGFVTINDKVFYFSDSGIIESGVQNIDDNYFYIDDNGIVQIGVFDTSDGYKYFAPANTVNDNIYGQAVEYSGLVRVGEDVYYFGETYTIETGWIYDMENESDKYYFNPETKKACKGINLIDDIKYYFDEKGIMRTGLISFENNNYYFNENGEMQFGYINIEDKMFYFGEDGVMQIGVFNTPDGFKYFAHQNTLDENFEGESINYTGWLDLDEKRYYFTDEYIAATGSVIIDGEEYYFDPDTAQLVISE
BoNT A protease: blocks Botulinum neurotoxin A light chain protease; multiplex microsphere protease substrate cleavage, flow cytometry; inhibition, % at 10 µM; hit rate 0.17% among 360,000; also: plate controls were buffer without enzyme for full effect and enzyme alone for no effect
CCHF vOTU inh: blocks the CCHF virus ovarian tumor domain protease; CCHFV vOTU protease, Pep-AMC fluorescence; inhibition, % at 11.5 µM; hit rate 0.55% among 370,000; in the data active = inhibition above about 30%; also: 0% = vehicle wells with enzyme and 100% = no enzyme wells
BoNT-F LC inh: BoNT F light chain protease inhibition | Multiplex microsphere protease cleavage assay, flow cytometry | inhibition, % at 10 µM | hit rate 0.22% among 360,000; in the data active = inhibition above about 35%, passing the limit was not always enough; inconclusive = no clear call, values can overlap the other calls; also: plate controls were buffer without enzyme for full effect and enzyme alone for no effect
FadD28 binding: M. tuberculosis FadD28 bisubstrate binding inhibition; inhibition, % at 12.5 µM; hit rate 0.22% among 360,000; FadD28 bisubstrate probe binding, fluorescence polarization; in the data active = inhibition above about 8.5%, passing the limit was not always enough; inconclusive = no clear call, values can overlap the other calls
Yp Topo-I inh: inhibitors of Yersinia pestis topoisomerase I. Y. pestis Topo-I cleavage product accumulation, plate reader. activity, % at 10 µM. hit rate 0.064% among 360,000; in the data active = activity above about 50%, passing the limit was not always enough; inconclusive = no clear call, values can overlap the other calls; also: inactives centre near 2
An asterisk follows results filed as active; ? = inconclusive; / = not tested or not shown; & = joins results of further samples. Rule as the data show it, unless noted: active = inhibition above about 30%; inconclusive = no clear call, values can overlap the other calls; inactive = below that. No enrichment for hits. About 2.3% of those tested had a hit in this group.

mol	FadD28 binding	Anthrax LF inh2	TcdB GH inh	Yp Topo-I inh	CCHF vOTU inh	PrPC TRFRET	BoNT A protease	PfHsp40 yeast	BoNT-F LC inh
O=C(COC(=O)CCc1ccccc1)Nc1ncc(Cl)cc1Cl	-1.7	-1	/	15	-11	-3	-1.3	-0.8	-1
Cc1ccccc1-c1nc2sc(C)c(C)c2c(=O)o1	-4.6	18	-0.9	1	17	-9	1.1	0.9	?
CSCC[C@H](NC(=O)[C@H](Cc1ccccc1)n1c(=O)[nH]c2ccccc2c1=O)C(=O)N1CCC(C(=O)O)CC1	-0.1	-5	0.9	-5	-1	-5	-0.6	-2.8	-26
CCOC(=O)c1cnc(SCCN2CCOCC2)nc1N	-1.8	7	0.1	-7	-12	2	-0.3	-0.5	1
CCOc1ccc(NC(=O)c2ccc(N3CC4CC(C3)c3cccc(=O)n3C4)c(NC(=O)c3ccncc3)c2)cc1 (configuration not stated)	2.4	0	0.5	31	1	9	-0.4	-0.4	0
CCCc1c(O)c2ccccc2n(-c2ccccc2)c1=O	-0.2	-7	/	-2	-7	-1	0.2	-1.5	0
CCCNC(=O)c1noc2c1CCc1cc(OC)ccc1-2	-1.8	-8	0.4	-3	3	2	-0.3	0.1	-3
COC(=O)c1ccc(C2CC(=O)Nc3cc(OC)c(OC)c(OC)c32)cc1 (configuration not stated)	-0.8	-4	/	-1	7	-4	1.4	1.5	12
COC(=O)c1ccc(OC(=O)c2ccco2)cc1	-2.8	4	/	-4	-6	-3	-1.1	0.8	8
O=C(N/N=C/c1cccc(O)c1)c1ccccc1O	-0.3	2	1.1	-5	16	-8	-0.6	1.7	-10
Cc1nc(C(=O)NC2CC2)sc1C1(C)CC(c2ccccc2)=NO1 (configuration not stated)	-1.3	7	-0.3	-5	-14	-7	0.1	0.7	4
COc1ccc(CCNC(=O)Cn2nnc(-c3ccccc3F)n2)cc1OC	0.4	-5	1.1	6	-4	11	-3.4	-1.1	-10
CCOC(=O)c1c(C(F)(F)C(F)(F)C(F)(F)C(F)(F)F)n[nH]c1C	-3.2	-1	/	-5	7	-2	-0.4	-0.6	15
O=C(/C=C/N1CCOCC1)c1cc2ccccc2o1	-3.4	-1	/	-5	12	0	0.4	-1.2	2
O=C(COC(=O)Cc1c[nH]c2ccccc12)Nc1ccccc1	0.8	1	-2.1	-1	-1	0	0.1	-1.3	0
Cc1cc(C)n(-c2nc3ccccc3n3cnnc23)n1	-1.1	-4	/	0	12	-9	0.8	-1.1	0
N#Cc1ccc(OCC(=O)Nc2nc(-c3ccccn3)cs2)cc1	-1.3	3	-9.5	4	19	32*	0.1	/	-8
Cc1ccc(-c2nc3ccc(Cl)cn3c2Cc2ccccc2)cc1	-1.9	-5	-0.8	33	-7	-9	0.1	/	-3
O=C(c1cc2cc(Br)ccc2oc1=O)N1CCN(c2ccccn2)CC1	-2.7	-3	/	2	13	0	-0.2	-0.4	0
CCOc1c2ccc(C(=O)NCCCCc3ccccc3)cc2nn1C	-0.4	0	0.2	37	-36	-3	-0.8	2.2	-4
CCn1c(SCC(=O)Nc2ccc3c(c2)OCCO3)nnc1-c1ccco1	-2.8	-3	3.1	1	-8	0	-1.5	-1.2	-16
Cc1c(/C=N\NC(=O)C2COc3ccc(C(C)(C)C)cc3O2)c2ccccc2n1C (configuration not stated)	0.0	-2	/	9	6	-7	0.7	-1.2	-16
NCCCCC(C(=O)O)N(C(=O)OCc1ccccc1)C(=O)OCc1ccccc1 (configuration not stated)	-1.9	-12	/	/	/	/	0.2	/	-2
CNC(=S)NNC(=O)c1cccn(Cc2cccc(Cl)c2)c1=O	-2.9	0	/	-6	1	-3	-1.6	-1.6	-3
COc1ccc(N2Cc3ccccc3C2=NC(=O)c2cccc([N+](=O)[O-])c2)cc1	-4.4	0	0.3	-6	3	-4	1.9	-0.6	-11
Cc1cc2nc(N3CCN(C(=O)c4ccco4)CC3)sc2cc1C	1.2	-3	0.0	1	7	6	1.2	0.9	-7
Cc1c(C)c2ccc(OCC(=O)NCCc3c[nH]c4ccccc34)c(C)c2oc1=O	0.1	-4	0.8	6	-7	0	-0.5	3.3	-18
Cc1ccc(CCNC(=O)CN(c2cc(C)cc(C)c2)S(=O)(=O)c2c(C)noc2C)cc1	-3.8	1	-0.1	6	13	1	0.7	?	0
O=[N+]([O-])c1ccc(C(=S)N2CCCC2)cc1	-0.7	1	2.1	6	1	-11	-0.8	-1.4	-4
Cc1ccc(-n2cnc3ncnc(-c4ccccc4)c32)cc1	-1.0	-1	1.0	0	2	-4	0.1	-0.9	-2
Cn1cnnc1SCCOc1ccc(Cl)cc1	0.7	-5	0.8	11	-13	3	-1.1	0.6	-6
CN(C)CCCN(C(=O)c1ccco1)c1nc2c(F)cccc2s1	-1.0	-2	0.2	-9	-1	0	-1.0	0.1	-13
O=C(CNC(=O)c1ccco1)OCc1ccccc1F	-2.3	2	2.5	3	15	-5	0.6	-1.0	3
Cc1ccc(/C=C2\C(=O)NC(=S)N(c3ccc(F)cc3)C2=O)o1	3.5	-1	0.6	-1	-1	3	-6.4	-0.1	?
O=C(Nc1ccc(F)cc1)N1CCC(c2nc3c(nnn3Cc3cccc(Cl)c3)c(=O)[nH]2)CC1	-2.0	-2	/	3	8	-5	-4.8	-0.2	-10
CCNc1nc(NC(C)C)nc(-c2ccncc2)n1	-0.4	-5	/	/	/	/	-0.6	/	-11
O=C(Cc1ccccc1)NNC1=NS(=O)(=O)c2ccccc21	-0.1	-4	0.0	-1	12	-3	-1.0	1.8	-2
O=C(Nc1cccc(S(=O)(=O)NC2=NCCC2)c1)c1cnc(Cl)c(Cl)c1	-2.3	13	1.8	-1	3	3	1.1	-0.1	0
O=C(O)c1ccc(S(=O)(=O)N(CCc2ccccc2)Cc2ccc(Cl)cc2)cc1	-6.9	3	-4.9	-8	16	5	-1.5	-1.0	?
C[C@@H]1CN([C@H](C)CO)C(=O)CCCn2cc(nn2)CO[C@H]1CN(C)S(=O)(=O)c1ccc(C#N)cc1	-2.8	6	-0.9&-0.6	-11	1	0	-0.2	/	-4
CC(C)C[C@H](NC(=O)c1nc[nH]c1C(=O)N1CCN(C(=O)OC(C)(C)C)CC1)C(=O)OCc1ccccc1	-0.9	-2	2.8	24	17	6	0.7	17	0
Cc1ccc(N=Cc2ccc(N(C)C)cc2)cc1	0.6	-8	/	4	10	-7	0.6	0.0	9
O=C(COC(=O)C(Cc1ccccc1)NC(=O)c1cccs1)NCc1ccccc1 (configuration not stated)	-0.3	-1	3.5	14	11	10	-4.9	?	-9
COc1ccc2ccccc2c1C(O)c1nccn1C (configuration not stated)	6.6	-1	/	6	0	-31	1.0	0.1	-8
COc1ccc(C(=O)CCC(=O)Nc2cc(Cl)c(O)c(Cl)c2)cc1	0.4	1	1.3	-2	19	8	-0.1	/	-1
O=C(Nc1ccc(CN2CCOCC2)cc1)c1ccc(Br)o1	-1.8	-8	1.0	1	-2	-2	-1.9	-1.9	-3
Cc1c(NC(=O)CSc2ccccc2F)c(=O)n(-c2ccccc2)n1C	0.9	-2	0.9	-12	-10	-4	-0.4	-0.3	8
O=C(Nc1nnc(S(=O)(=O)N2CCCC2)s1)c1ccccc1F	-1.9	-3	1.7	-5	13	-4	-0.5	0.1	3
Cc1ccc(C)c(S(=O)(=O)Nc2ccccc2C(=O)Nc2ccccc2N2CCOCC2)c1	-0.1	0	/	4	6	-1	0.3	2.3	-6
COc1ccccc1N1CCN(C(=O)/C=C/c2ccc(C)cc2)CC1	-2.0	-1	/	27	12	6	-1.2	0.1	-10

The list goes on.
mol	FadD28 binding	Anthrax LF inh2	TcdB GH inh	Yp Topo-I inh	CCHF vOTU inh	PrPC TRFRET	BoNT A protease	PfHsp40 yeast	BoNT-F LC inh
CC1C(=O)N2CCCc3cc(NC(=O)C4CCCCC4)cc1c32 (configuration not stated)	-2.6	/	2.4	1	-6	-8	/	-0.8	/
O=C(CCN1C(=O)c2ccc([N+](=O)[O-])cc2C1=O)Nc1ccc(O)cc1C(=O)O	-1.4	2	3.8	6	-15	-10	-1.8	0.7	-8
O=C(CSc1nnc2scc(-c3ccc(F)cc3)n12)NCc1ccco1	-1.5	0	/	2	5	2	0.5	2.1	3
CC(C)(C)NC(=O)NC(=O)CN1CCN(C(c2ccccc2)c2ccccc2)CC1	-1.2	3	1.3	34	6	5	-0.4	0.1	-12
Cc1ccc(C(=O)O/N=C2\CCCc3ccccc32)cc1	-0.7	-4	/	7	9	1	0.3	0.6	-1
O=C(CSc1nnc(CNC(=O)c2ccccc2)o1)Nc1nccs1	-1.6	1	1.2	-6	-1	-1	1.2	-0.7	-4
COC(=O)CCc1c(C)[nH]c(C(=O)OCc2ccccc2)c1C	-1.2	-2	/	5	8	1	2.2	1.4	3
O=C(/C=C/c1ccccc1)N/C(=C/c1ccccc1)C(=O)NCCCO	-0.4	-1	0.8	1	-5	-5	-0.3	-2.0	-4
CC(C)CC(=O)NCCc1ccncc1	-4.6	1	/	-7	-6	5	0.7	0.5	0
O=C(NCc1cccs1)C1CCCN(C(=O)Nc2ccc(F)cc2)C1 (configuration not stated)	0.7	-8	0.8	0	-5	9	-3.6	1.4	-7
Cc1cc(Oc2cccc3c2S(=O)(=O)N(C2CCCC2)CC(COCc2ccccc2)O3)cc(C)c1C (configuration not stated)	1.0	-6	-0.4	2	-2	2	-0.7	-0.1	1
Cc1ccc(C(=O)OCC(=O)Nc2cccc(S(=O)(=O)N3CCCCC3)c2)s1	-4.8	-2	0.5	13	7	-2	0.3	/	-1
CC(C)C[C@H]1CN=C(Nc2ccccc2)N1CCCC1CCCCC1	-1.2	-13	0.0	18	6	8	-0.5	-0.2	-21
COc1ccc(Cl)cc1Cn1c(C)c(C(=O)NCc2ccccc2C(F)(F)F)sc1=O	-4.8	6	-5.6	0	0	0	-0.5	/	-4
COC(=O)c1[nH]c2ccc(F)cc2c1NS(=O)(=O)c1ccc(OC)cc1OC	-4.9	-6	/	-11	-2	-3	-2.5	0.3	-41
COc1cccc(CN2CC(C(=O)NCc3ccc(C)c(F)c3)CCC2=O)c1 (configuration not stated)	0.5	2	0.3	31	11	0	3.1	-1.9	12
Cc1ccc(CNC(=O)c2ccc(N3CCC4(CC3)CC(c3ccccc3)=NO4)c(NC(=O)c3c(Cl)cccc3Cl)c2)cc1	-2.2	-8	0.2	13	0	-2	-0.5	0.4	-13
CN(CC(=O)Nc1ccccc1Cl)C(=O)CSc1nnc(-c2ccco2)n1C	-1.8	-3	-0.1	0	16	-3	-0.1	-0.2	-6
O=S(=O)(Cc1ccccc1Cl)Nc1ccccn1	0.0	-4	/	-5	0	-7	1.1	0.7	-7
O=C(C[C@@H]1C[C@@H]2c3cc(NC(=O)C4CCOCC4)ccc3O[C@@H]2[C@H](CO)O1)NCc1ccccn1	-2.7	1	0.1&-0.5	6	-5	3	0.2	/	-5
CCOc1ccccc1NC(=O)Cn1c(=O)oc2cc(Cl)ccc21	0.8	-1	-3.9	-8	4	2	-0.4	-1.9	0
CC(C)(C)c1ccc(-c2nnc(SCC(=O)Nc3sc4c(c3C#N)CCCC4)o2)cc1	-5.4	2	-0.3	17	22	7	-0.1	0.5	-4
CNC(=O)N(O)C1N(/N=C/c2cccs2)C(=S)SC1(C)C (configuration not stated)	-0.3	-1	10*	-2	-7	-3	-0.5	0.1	-8

Gathered by group, the compounds so far with a CF3 group.
mol	FadD28 binding	Anthrax LF inh2	TcdB GH inh	Yp Topo-I inh	CCHF vOTU inh	PrPC TRFRET	BoNT A protease	PfHsp40 yeast	BoNT-F LC inh
CCOC(=O)c1c(C(F)(F)C(F)(F)C(F)(F)C(F)(F)F)n[nH]c1C	-3.2	-1	/	-5	7	-2	-0.4	-0.6	15
COc1ccc(Cl)cc1Cn1c(C)c(C(=O)NCc2ccccc2C(F)(F)F)sc1=O	-4.8	6	-5.6	0	0	0	-0.5	/	-4

Bioassay records as filed in PubChem.
